Screening data: PubChem BioAssay, ICCB-Longwood Screening Facility, Harvard Medical School
Polio RdRp inh = poliovirus RdRp elongation inhibitors, primary screen, biochemical, fluorescence polarization, total intensity; 0.66% of 150,000 active; % elongation, % (compound at 16.7 µg/mL); poliovirus polymerase elongation; active compounds read low; in the data active = % elongation below about 90%; note: some results filed as inactive read as strong as hits
Target sequence (P03300 1749-2209 limits assumed): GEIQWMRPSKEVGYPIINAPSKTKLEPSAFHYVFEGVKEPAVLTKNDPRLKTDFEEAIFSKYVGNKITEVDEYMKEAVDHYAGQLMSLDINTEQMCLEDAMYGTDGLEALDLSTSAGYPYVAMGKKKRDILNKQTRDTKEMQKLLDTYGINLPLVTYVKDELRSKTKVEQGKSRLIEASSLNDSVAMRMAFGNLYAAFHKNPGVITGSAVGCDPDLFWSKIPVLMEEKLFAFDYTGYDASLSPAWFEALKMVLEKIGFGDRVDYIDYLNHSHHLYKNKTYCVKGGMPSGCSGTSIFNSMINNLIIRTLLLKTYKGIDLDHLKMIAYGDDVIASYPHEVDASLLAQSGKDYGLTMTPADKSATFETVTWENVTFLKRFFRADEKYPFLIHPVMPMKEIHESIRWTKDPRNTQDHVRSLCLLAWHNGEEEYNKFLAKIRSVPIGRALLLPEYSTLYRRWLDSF
Polio RdRp inh FP z-score = recorded beside Polio RdRp inh, whose call it bears; z-score; measured here: FP z-score; hits read low
* = called active by the depositor.

Sequence of screens – Polio RdRp inh | Polio RdRp inh FP z-score
- CC(O)CN=Cc1cc2ccccc2nc1Cl (stereo not given)
 : 100 | -0.4
- Oc1ccc2ccccc2c1C=NCc1cccnc1
 : 94 | -1.2
- CC1(C)Cc2ccccc2-c2nnc(-c3ccccc3)n21
 : 102 | 0.2
- CCC(=O)N1CCc2cc(Br)cc(S(=O)(=O)NCCN3CCN(c4ccccc4F)CC3)c21
 : 99 | -0.5
- CCC(=O)N(C)c1nnc(-c2cccc(C)c2)s1
 : 101 | -0.2
- CCc1ccccc1NC(=O)N1CCN(Cc2nc3ccc(C)cc3o2)CC1
 : 107 | 0.1
- CNc1oc(-c2ccc(OC)cc2)nc1C#N
 : 102 | 0.7
- CCCCCCc1nnc(NC(=O)CC)s1
 : 100 | -0.5
- CC(=O)Nc1ccc(S(=O)(=O)Nc2ccc([N+](=O)[O-])cc2)cc1
 : 103 | 0.5
- CCOc1ccc(CCNC(=O)c2cc3n(n2)CCCN(Cc2ccc(C)cc2)C3=O)cc1OCC
 : 109 | 0.7

Exported with each value named: two of the compounds above.
CCC(=O)N1CCc2cc(Br)cc(S(=O)(=O)NCCN3CCN(c4ccccc4F)CC3)c21
- Polio RdRp inh: 99
- Polio RdRp inh FP z-score: -0.5
CCC(=O)N(C)c1nnc(-c2cccc(C)c2)s1
- Polio RdRp inh: 101
- Polio RdRp inh FP z-score: -0.2

Next part:
Sequence of screens – Polio RdRp inh | Polio RdRp inh FP z-score
- Cc1ccc(-c2n[nH]c3c2C(c2cccs2)N(c2ccc(Cl)cc2)C3=O)cc1 (stereo not given)
 : 126 | 4.9
- C/C(=C/c1ccccc1)C(=O)N1CC(C)OC(C)C1 (stereo not given)
 : 102 | 0.5
- O=C(O)CCC(=O)N1CCCCC1
 : 98 | -0.6
- N#Cc1ccc(NC(=O)CNCCN2CCOCC2)cc1
 : 100 | -0.3
- Cc1nn(-c2ccccc2)c2sc(C(=O)OCC(=O)NC3CCCCCC3)cc12
 : 101 | 0
- CC1(C)OC(=O)C(C2C3CC4CC(C3)CC2C4)C(=O)O1 (stereo not given)
 : 98 | -0.7
- Cc1csc(=O)n1CCC(=O)OCc1cc(=O)n2cc(Br)ccc2n1
 : 102 | -0.1
- O=C(c1ccc(Br)s1)N1CCCC1
 : 99 | -1.2
- O=C(O)CSCc1cn2ccccc2n1
 : 100 | -0.5
- CN(C(=O)COC(=O)C1(c2ccccc2F)CCCC1)c1ccccc1
 : 106 | 2.3

The list goes on; the last two above are carried over.
Sequence of screens – Polio RdRp inh | Polio RdRp inh FP z-score
- O=C(O)CSCc1cn2ccccc2n1
 : 100 | -0.5
- CN(C(=O)COC(=O)C1(c2ccccc2F)CCCC1)c1ccccc1
 : 106 | 2.3
- CCOC(=O)c1cnc2ccccc2c1Nc1cccc(OC)c1
 : 104 | 0.2
- CC(=O)N1CCN2C(=O)C1CCCC(=O)c1cc(C3CCCCC3)ccc12 (stereo not given)
 : 105 | 0.3
- O=C1/C(=C\c2ccc(N3CCCC3)cc2)N2CCC1CC2
 : 108 | 2
- COc1cc(/C=C/C(=O)C(C)(C)O)cc(OC)c1OC
 : 100 | 0.1
- CC1Cc2ccccc2N1C(=O)c1cc2n(n1)C(C(F)(F)F)CC(c1ccco1)N2 (stereo not given)
 : 103 | 0.3
- CN(CCC(=O)Nc1ccc2c(c1)OCO2)Cc1ccccc1
 : 107 | 0.4
- O=C(CCC1N=C2c3ccccc3N=C(SCc3cccc(F)c3)N2C1=O)NCc1cccs1 (stereo not given)
 : 109 | 0.5
- CCN1/C(=C2\C(=O)N(C)C(=S)N2c2ccccc2)C=Cc2ccccc21
 : 103 | 0.2
- COc1ccccc1CC(=O)NC1CCCC1
 : 104 | -0.1
- Cc1cc(C(=O)CSc2nc3ccccc3n2-c2ccccc2)c(C)n1-c1nccs1
 : 109 | -0.1
- COc1ccc(C(=O)N2CCC2)cc1S(=O)(=O)NCc1ccc(Cl)cc1
 : 105 | 0.3
- Cc1ccn2c(=O)cc(COc3ccc(NC(=O)COc4ccccc4)cc3)nc2c1
 : 107 | 0.3
- O=S1(=O)N=C(N/N=C/c2ccccc2F)c2ccccc21
 : 101 | 0.1
- CCOC(=O)N1CCN(C(=O)CSC2=C(C#N)C(C)(C)C(C#N)C(=O)N2)CC1 (stereo not given)
 : 107 | 0.6
- CCN1CCN(CCC(=O)Nc2ccc(OC)cc2)CC1
 : 99 | -0.9
- COc1cc(NC(=O)Cn2c(=O)n(C(C)C)c(=O)c3oc4ccccc4c32)cc(OC)c1
 : 105 | -0.5
- Cc1ccc(-c2ccc(OC(F)F)cc2)cc1
 : 99 | 0
- CCOC(=O)c1oc2ccccc2c1COC(=O)c1ccc(OCC)c(OC)c1
 : 97 | -0.4
- COc1ccc2c(c1)c(NC(C)=O)c(C(=O)O)n2C
 : 102 | 0.1
- COc1ccc(CNC(=O)CCc2c(C)nn(-c3ccc(N4CCCC4)nn3)c2C)cc1
 : 110 | 0.8
- O=C(CCCSC1=NC(c2ccco2)CC(C(F)(F)F)N1)Nc1ccc(Cl)c(Cl)c1 (stereo not given)
 : 100 | -0.6
- O=S(=O)(c1ccccc1)c1nnn2c1nc(NCc1ccc(F)cc1)c1sccc12
 : 106 | 0.1
- Cc1csc2nc(CSc3nnc(C(C)Oc4ccccc4F)o3)cc(=O)n12 (stereo not given)
 : 98 | -0.8
- Cc1cc(C(=O)OCC(=O)N2CCc3ccccc3C2)c(C)o1
 : 102 | 0.1
- CN1CCN(CCCNc2nc(-c3ccccc3)no2)CC1
 : 100 | -0.7
- CCN(C(=O)/C=C/c1cc(OC)c(OC)c(OC)c1)C1CCCCC1
 : 102 | 0
- CCOc1ccc(CNc2nc3ccccc3n2C)cc1OC
 : 101 | -0.7
- Cc1nc2sc(C(=O)OCC(=O)NCc3ccco3)c(C)c2c(=O)[nH]1
 : 112 | 0.5
- CC(C#N)(NC(=O)CSc1nnc(-c2ccc(Br)cc2)n1C1CCCCC1)C1CC1 (stereo not given)
 : 99 | -0.3
- COc1ccc2c(CC(=O)NC3CCCCCC3)coc2c1
 : 105 | 0.3

Reprinted from the part before: 5 entries; new compounds follow.
Sequence of screens – Polio RdRp inh | Polio RdRp inh FP z-score
- CCN(C(=O)/C=C/c1cc(OC)c(OC)c(OC)c1)C1CCCCC1
 : 102 | 0
- CCOc1ccc(CNc2nc3ccccc3n2C)cc1OC
 : 101 | -0.7
- Cc1nc2sc(C(=O)OCC(=O)NCc3ccco3)c(C)c2c(=O)[nH]1
 : 112 | 0.5
- CC(C#N)(NC(=O)CSc1nnc(-c2ccc(Br)cc2)n1C1CCCCC1)C1CC1 (stereo not given)
 : 99 | -0.3
- COc1ccc2c(CC(=O)NC3CCCCCC3)coc2c1
 : 105 | 0.3
- CCN1CCN(C(=O)c2cnn(-c3ccc(F)cc3)c2-n2cccc2)CC1
 : 111 | 0.7
- COc1ccc2c(CC(=O)OCc3cc(Cl)c4c(c3)OCO4)coc2c1
 : 104 | 0.3
- CN(C(=O)c1nc2ncccn2n1)c1ccc(OC(F)(F)F)cc1
 : 109 | 0.8
- CCOC(=O)C1CCN(C(=O)COC(=O)c2ccc(-n3cnnn3)cc2)CC1
 : 102 | -0.1
- CCOc1ccc(C(=O)/C=C/c2cn(CC(O)CN3CCc4ccccc43)c3ccccc23)cc1 (stereo not given)
 : 107 | 0.1
- Cn1nnnc1SCCNCc1ccc(Cl)c(Cl)c1
 : 107 | 0.6
- Cc1ccc(CSc2nc3c(c(=O)[nH]2)C(c2cccc(F)c2F)CC(=O)N3)cc1 (stereo not given)
 : 102 | -1
- CCC(=O)C1=C(c2ccc(F)cc2)N(C(=O)CC)n2c(nnc2-c2ccc(OC)cc2)S1
 : 102 | -0.6
- CC(C)c1ccccc1NC(=O)CSc1nnc(COc2ccccc2)o1
 : 106 | 0.2
- Cc1cc(NC(=O)CN2CCCCC2)no1
 : 99 | -1.6
- Cc1cc(N2CCOCC2)nc(SCC(=O)NCc2ccco2)n1
 : 102 | 0
- O=C(NC1CC2CCC1C2)c1ccc(CN2CCOCC2)cc1 (stereo not given)
 : 97 | -1.3
- CCCCN(Cc1ccco1)C(=O)c1noc2c1CCCC2
 : 103 | 0.2
- COc1cccc(CNC(=O)CCn2c(=O)c3cccn3c3cccnc32)c1
 : 107 | 0
- Cc1cc(Br)ccc1NC(=O)Cn1cnc2sc(C)c(S(=O)(=O)N3CCN(C)CC3)c2c1=O
 : 103 | -0.6
- COc1ccc(-c2cc3nc(C)c(CCC(=O)NC(C)c4ccccc4)c(C)n3n2)c(OC)c1 (stereo not given)
 : 108 | 0.3
- COc1ccc(-c2nc3c(c(SC)n2)Cc2c(CO)cnc(C)c2O3)cc1
 : 105 | -0.4
- CSc1cccc(NC(=S)NC(C)(C)C)c1
 : 87 | -2.9
- O=C(NCCc1ccccc1)c1ccc2c(c1)N(Cc1c(F)cccc1Cl)C(=O)CS2
 : 101 | -1.1
- CC(Cn1c(C(C)C)nc2ccccc21)C(=O)O (stereo not given)
 : 99 | -0.4
- CCOC(=O)Cc1ccc(NC(=O)N2CCC(CN3CCC(C)CC3)CC2)cc1
 : 102 | -1.2
- O=C(O)c1ccc(-n2c(/C=C\c3ccc(O)cc3)nc3ccccc3c2=O)cc1
 : 104 | 0.2
- O=C(CSc1nc2ccccc2c(=O)n1Cc1ccco1)N(c1ccccc1)c1ccccc1
 : 107 | 1
- CC(=O)N1CCN(CCN2C(=O)C3C4c5ccccc5C(c5ccccc54)C3C2=O)CC1 (stereo not given)
 : 100 | -0.1
- Cc1ccc(Cl)cc1NC(=O)C1CCCN(c2cnccn2)C1 (stereo not given)
 : 107 | 0.1
- O=S1(=O)CCC(NC(=S)N2CCOCC2)C1 (stereo not given)
 : 100 | -0.5
- COc1ccccc1OCC(=O)Nc1cccc(C)n1
 : 101 | -0.2
- CCOC(=O)c1s/c(=N\C(=S)NC(=O)CN2C(=O)CCC2=O)n(C)c1C
 : 99 | -0.9
- COc1ccc(N2C(=O)NC(NS(=O)(=O)c3ccc(Cl)cc3)(C(F)(F)F)C2=O)cc1 (stereo not given)
 : 105 | 0.3
- COc1cccc(CN2CCc3nc(SCC(=O)Nc4ccccc4)[nH]c(=O)c3C2)c1
 : 107 | -0.1
- Cc1nn(-c2ccccc2)c2c1CC1(C(=O)c3ccccc3C1=O)C1CCCN21 (stereo not given)
 : 109 | 0.7
- CC1CCc2c(sc(NC(=O)CCN3CCOCC3)c2C#N)C1 (stereo not given)
 : 103 | 0.2
- COC(=O)CCn1cnc(-c2ccccc2)c1-c1ccccc1
 : 104 | 0.6
- COc1ccccc1C(=O)NC(=O)CSc1nncn1C(C)C
 : 102 | -0.2
- COc1ccccc1C(=O)Nc1nnc(SCc2cc(=O)n3ccc(C)cc3n2)s1
 : 107 | 0.2
- CC(=O)Nc1c(C)nn(-c2ccccc2)c1N1CCC(C(=O)Nc2cccc(C(F)(F)F)c2)CC1
 : 112 | 1.1
- Cc1nn(C(=O)c2ccc(Br)cc2)c(C)c1S(=O)(=O)N1CCOCC1
 : 109 | 0.5
- O=C(CSc1nc2ccc(NC(=O)c3ccccc3F)cc2s1)NC1CC1
 : 106 | 0.4
- CC(C)CNC(=O)C(C)Oc1ccccc1 (stereo not given)
 : 98 | -0.6
- CCCCOc1ccc(C(=O)Nc2cccc(-c3nc4cccnc4s3)c2)cc1
 : 111 | 0.1
- N#Cc1cnc2c(-c3ccccc3)c(COc3ccccc3)nn2c1N
 : 102 | 0
- CCC(=O)N1c2ccccc2CC1C(=O)NCCc1ccc(OC)c(OC)c1 (stereo not given)
 : 101 | -1.4
- COc1ccc(C(=O)C(C)Sc2nnc(-c3cccc(C)c3)n2Cc2ccco2)c(OC)c1 (stereo not given)
 : 99 | -0.2
- O=C(NCCNCC(O)COc1ccc(O)cc1)N1CCOCC1 (stereo not given)
 : 100 | 0.1
- Cc1cc2c(c(=O)n1CCN1CCOCC1)C(c1cccc(F)c1)C(C#N)=C(N)O2 (stereo not given)
 : 104 | 0.4
- COc1ccc(OC)c(CCNC(=O)c2cnn(-c3ccc(C)cc3C)c2C2CCN(C(=O)OC(C)(C)C)CC2)c1
 : 105 | -0.1
- N#CC(C#N)=Cc1ccc(-c2cccc(C(F)(F)F)c2)o1
 : 100 | -0.5
- O=C(C1CCN(S(=O)(=O)c2ccc(Br)s2)CC1)N1CCN(c2ccccc2)CC1
 : 111 | 0.8
- CCOC(=O)C1=C(CN2CCCc3ccccc32)NC(=O)NC1c1ccccc1 (stereo not given)
 : 105 | 2.8
- O=C1CN(C(=O)c2ccc(S(=O)(=O)N3CCCCC3)cc2)C(c2ccc(F)cc2)c2cc(F)ccc2N1 (stereo not given)
 : 107 | 0.4

Continuation.
Sequence of screens – Polio RdRp inh | Polio RdRp inh FP z-score
- CCN(C(=O)c1cn(CC)c(=O)c2cc(OC)c(OC)cc12)c1cc(C)ccc1C
 : 101 | -0.1
- COc1ccc(-c2noc(CC(=O)N3CCC(C)CC3)n2)cc1
 : 104 | 0.3
- O=C(CCN1C(=O)c2ccccc2S1(=O)=O)Nc1ccc2c3c(cccc13)CC2
 : 99 | -0.8
- O=C1CN(C(=O)COc2ccc(Cl)cc2Cl)C(c2ccccc2)c2cc(F)ccc2N1 (stereo not given)
 : 109 | 0.7
- CCC1(C)C(C#N)(C#N)C1(C#N)C#N
 : 101 | 0.3
- CC1CCCC(NC(=O)c2ccccc2)C1C (stereo not given)
 : 103 | 0.1
- O=C(c1ccccc1)c1cc2ccccc2oc1=O
 : 101 | -0.1
- CCN(CC)c1cccc(C(=O)O)n1
 : 103 | 0.3

Single records, as listed above. Values in the order: Polio RdRp inh | Polio RdRp inh FP z-score
O=C1CN(C(=O)COc2ccc(Cl)cc2Cl)C(c2ccccc2)c2cc(F)ccc2N1 (stereo not given) reads 109 | 0.7
CCN(CC)c1cccc(C(=O)O)n1 reads 103 | 0.3

This is a subset. The share of hits here may be higher or lower than overall.
